GLS inhibitor: qHTS for Inhibitors of Glutaminase (GLS); Glutaminase kidney isoform, mitochondrial (Homo sapiens), O94925; 410,000 compounds, 0.21% hits; Potency, µM (highest dose often 45.5 µM), for inactives: at the top dose activity change, negative = inhibition, most hits filed as inhibitors; AID 624170, 2012; GLS enzymatic activity, qHTS titration; also: % is scaled to controls: 0 for no effect and ±100 for the full control effect
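Enzyme dispensed in phosphate buffer (45 mM, pH 8.2, 0.02% Tween-20), compounds pinned in, then 1 mM L-glutamine solution and the glutamate oxidase–HRP–Amplex Red mix added; fluorescence read immediately and again after 30 min at room temperature.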
HP1b binding inh: HTS for Inhibitors of HP1-beta Chromodomain Interactions with Methylated Histone Tails; Potency, µM (series often up to 114 µM), without a hit: at the highest dose activity change, negative = inhibition, most hits filed as inhibitors; AlphaScreen HP1-beta / biotin-H3K9me3 peptide binding; 390,000 compounds, 0.56% hits; AID 540317, 2011; also: nearly all actives have a fitted effect of over 70% in size; inactives centre near 23
Target sequence (P83916 whole entry, looked up): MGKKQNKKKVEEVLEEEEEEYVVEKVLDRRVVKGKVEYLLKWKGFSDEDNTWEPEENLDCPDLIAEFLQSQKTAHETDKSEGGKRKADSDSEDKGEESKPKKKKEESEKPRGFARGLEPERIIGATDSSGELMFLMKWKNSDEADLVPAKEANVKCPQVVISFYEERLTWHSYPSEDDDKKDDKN
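Compound inhibition of the preformed complex between 50 nM HP1-beta and 50 nM biotinylated H3K9me3 peptide was read by AlphaScreen. Buffer was PBS pH 7.4 with 0.01% Tween-20. Incubations ran 30 min at room temperature, with 10 ug/mL donor/acceptor beads.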
ERG Ets-DNA blk: qHTS for Small Molecule Inhibitors of the ERG Ets/DNA interaction; Transcriptional regulator ERG (Homo sapiens), P11308; fluorescence polarization, His-ERG Ets domain / labelled DNA; Potency, µM (top dose mostly 76.9 µM), for the others: at the top dose FP activity, negative = inhibition, hits mostly inhibitors; 370,000 compounds, 0.028% hits; AID 624246, 2012; active = well fitted inhibition curve with a large enough effect in the polarisation, with a control signal flat; inconclusive = small, poorly fitted or top-dose-only effect, or effect the other way, or a change in a side signal; inactive = no such curve, though single readings can be large or run the other way; the % refers to the polarisation;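 also: polarization taken with two DNA probes labelled with fluorescein and Texas red; % of control where 0% means no effect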
Target sequence (P11308 whole entry, looked up, the tested form may be a part): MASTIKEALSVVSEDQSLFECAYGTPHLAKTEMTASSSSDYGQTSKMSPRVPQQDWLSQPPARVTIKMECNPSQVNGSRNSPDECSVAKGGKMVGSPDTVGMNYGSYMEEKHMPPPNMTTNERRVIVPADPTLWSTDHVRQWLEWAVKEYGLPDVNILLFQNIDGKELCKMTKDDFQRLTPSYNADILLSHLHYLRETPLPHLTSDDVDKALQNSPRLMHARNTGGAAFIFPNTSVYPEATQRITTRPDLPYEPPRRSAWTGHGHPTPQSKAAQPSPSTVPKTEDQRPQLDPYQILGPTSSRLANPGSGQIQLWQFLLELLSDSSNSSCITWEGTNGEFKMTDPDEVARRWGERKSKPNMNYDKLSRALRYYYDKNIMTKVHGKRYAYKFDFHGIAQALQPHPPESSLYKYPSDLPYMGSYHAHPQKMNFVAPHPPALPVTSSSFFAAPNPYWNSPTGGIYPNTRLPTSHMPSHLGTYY
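His-tagged ERG Ets domain (1 uM in the protein solution; 300mM KCl, 50mM Tris-HCl, 1mM EDTA, 1mM DTT, pH 7.5) received compound, then a probe mix of 5 nM fluorescein-DNA and 100nM Texas-615-DNA. Fluorescence polarization was read for both dyes.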
Tb PGK inh: qHTS Assay to Find Inhibitors of Phosphoglycerate Kinase; Phosphoglycerate kinase, glycosomal (Trypanosoma brucei brucei), P07378; PGK/GAPDH coupled, Kinase-Glo luminescence, 60 min; Potency, µM (titrated, usually from 57.5 µM), inactives show top-dose activity change, negative = inhibition, usual class: inhibitors; 380,000 compounds, 0.043% hits; AID 602233, 2012; also: % is scaled to controls: 0 for no effect and ±100 for the full control effect; nearly all actives have a fitted effect of over 60% in size
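Luminescent ATP detection (Kinase-Glo Plus) follows a 60-minute room-temperature incubation, with wells lacking PGK as controls. Buffer: 100 mM TEA (pH 7.6), 5 mM MgCl2, 0.01% Tween-20. Coupling enzyme GAPDH (100 nM final) supplies unstable 1,3-BPG in-well.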
RGS4 inhibitor: Inhibitors of Regulator of G Protein Signaling (RGS) 4: qHTS. 390,000 compounds, 0.039% hits. AID 504845, 2011. Potency, µM (doses to about 114 µM), for the others: at the highest dose activity change, negative = inhibition, most hits filed as inhibitors. Regulator of G-protein signaling 4 (Homo sapiens), P49798. Transcreener GDP fluorescence polarization, RGS4-accelerated GTP hydrolysis; also: % is scaled to controls: 0 for no effect and ±100 for the full control effect; nearly all actives have a fitted effect of over 75% in size; some results filed as inactive show a strong effect at the top dose
Target sequence (P49798 whole entry, looked up): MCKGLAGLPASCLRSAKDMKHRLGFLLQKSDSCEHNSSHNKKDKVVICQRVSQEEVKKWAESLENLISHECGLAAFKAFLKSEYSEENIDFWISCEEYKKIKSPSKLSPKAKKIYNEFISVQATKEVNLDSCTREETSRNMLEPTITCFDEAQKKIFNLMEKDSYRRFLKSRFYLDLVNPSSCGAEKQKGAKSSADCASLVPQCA
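MLSMR compounds (23 nl, pin-transferred) preincubated 10 min at room temperature with a 500nM (2x) first reagent, then RGS4 at 900nM (2x) plus Transcreener GDP mix added; fluorescence polarization (620/688 nm) read before and after 90 min at 30 °C.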
JMJD2A Tudor inh: qHTS Assay for Inhibitors of JMJD2A-Tudor Domain | Lysine-specific demethylase 4A (Homo sapiens), O75164 | AlphaScreen JMJD2A-Tudor / H3K4me3 peptide binding | Potency, µM (series often up to 114 µM), for the others: at the top dose activity change, negative = inhibition, hits mostly inhibitors | 390,000 compounds, 4.4% hits | AID 504339, 2011; also: % is scaled to controls: 0 for no effect and ±100 for the full control effect; nearly all actives have a fitted effect of over 50% in size
ALOX12 inh: Primary qHTS assay for inhibitors of human arachidonate 12S-lipoxygenase (ALOX12): Round 2 | Polyunsaturated fatty acid lipoxygenase ALOX12 (Homo sapiens), P18054 | purified 12hLO, xylenol orange hydroperoxide absorbance | Potency, µM (top dose mostly 108 µM), inactives show at the top dose activity change, negative = inhibition, most hits filed as inhibitors | 580,000 compounds, 1.1% hits | AID 1671190, 2021; also: % is scaled to controls: 0 for no effect and ±100 for the full control effect
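Hydroperoxide product was detected by ferrous iron/xylenol orange as the 573 to 405 nm absorbance ratio. Arachidonic acid at 40 uM (final) was turned over for 30 min at room temperature by 150 nM human 12hLO, pH 7.0 Hepes buffer, after 15 min compound preincubation.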
rTrxR1 inhibitor: qHTS Assay for Inhibitors of Mammalian Selenoprotein Thioredoxin Reductase 1 (TrxR1): qHTS. recombinant rTrxR1, NADPH fluorescence consumption, selenite substrate. Potency, µM (doses to about 114 µM), inactives show at the top dose activity change, negative = inhibition, actives largely listed as inhibitors. 390,000 compounds, 1% hits. AID 588453, 2011; also: % is scaled to controls: 0 for no effect and ±100 for the full control effect; nearly all actives have a fitted effect of over 65% in size
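Rat TrxR1 (90 nM in the dispensed reagent) was pre-reduced with 400 uM NADPH for 5 min at room temperature, then incubated with compound for 15 min. After 400 uM selenite was added, NADPH fluorescence (Ex 340/Em 450 nm) was followed for 8 min.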
Pin1 inh: qHTS Assay to Find Inhibitors of Pin1 | AID 504891, 2011 | Potency, µM (doses to about 115 µM), inactives show at the top dose activity, negative = inhibition, actives largely listed as inhibitors | Peptidyl-prolyl cis-trans isomerase NIMA-interacting 1 (Homo sapiens), Q13526 | Pin1 FP peptide displacement, HiFluor488, 10 min | 390,000 compounds, 0.009% hits; active = well fitted inhibition curve with a large enough effect in the polarisation, with a control signal flat, not every such curve was filed as active; inconclusive = small, poorly fitted or top-dose-only effect, or effect the other way, or a change in a side signal; inactive = no such curve, though single readings can be large or run the other way; the % refers to the polarisation; also: % is scaled to controls: 0 for no effect and ±100 for the full control effect
Numbers without * were called inactive; i = inactive; ? = inconclusive; / = no result given; [ ] = remark or other dose. Unless noted, calls follow the shape of the dose curve; as a rule, active = well fitted curve in the direction sought with a large enough effect; inconclusive = small, poorly fitted or top-dose-only effect, or another doubt; inactive = no such curve, though single readings can be large; an effect the other way counts as inactive or inconclusive. Potency is read from the fitted curve at half-maximal effect. Some of the compounds tested. The share of hits here may be higher or lower than overall.

no.	canonical_smiles	RGS4 inhibitor	JMJD2A Tudor inh	ERG Ets-DNA blk	rTrxR1 inhibitor	ALOX12 inh	HP1b binding inh	Tb PGK inh	GLS inhibitor	Pin1 inh
1	CCCN1CNc2c(c(=O)[nH]c(=S)n2CCc2ccccc2Cl)C1	13%	-12%	/	9%	/	37%	/	/	-8%
2	Nc1ncc(Br)cc1S(=O)(=O)Nc1ccccc1F	42%	-6%	13%	-6%	-15%	34%	-4%	9%	-5%
3	CN1CCN(c2nc3c(c(=O)[nH]c(=O)n3C)n2CC(N)=O)CC1	-3%	-10%	-10%	-20%	-15%	18%	/	-2%	-5%
4	CCC(=O)N/C(N)=N/c1nc2ccccc2o1	-21%	-16%	1%	-6%[57.1 µM]	248%[activator]	25%	2%	-1%	10%
5	O=C(NC(Cc1ccccc1)C(=O)O)/C(=C/c1ccc([N+](=O)[O-])cc1)NC(=O)c1ccco1 (stereo unspecified)	-14%	-14%	2%	-17%	-7%	34%	6%	5%	6%
6	COC(=O)c1sccc1NC(=O)CNC(=O)c1ccccc1	8%	-5%	-5%	1%[57.1 µM]	7%	32%	4%	-3%	-4%
7	O=C(NC1CCCC1)C1CCN(C(=O)c2ccccc2Cl)CC1	2%	-9%	2%	17%	0%	4%	i	5%	-2%
8	Cc1ccccc1CSc1cn(CC(=O)N2CCCCCC2)c2ccccc12	-5%	-4%	-1%	15%	?	44%[activator]	i	-12%	5%
9	O=c1[nH]c2ccc(NS(=O)(=O)c3ccc(Cl)cc3)cc2[nH]1	-9%	-8%	2%	18%	-23%	35%	-5%	19%	-8%
10	COc1ccc(NC(=O)c2nc[nH]c2C(=O)N(C)Cc2ccccc2)cc1	-6%	-12%	1%	6%	34%[activator]	46%[activator]	i	-10%	-2%
11	COc1ccc(C2Nc3ccccc3C(=O)N2Cc2ccco2)cc1COc1c(C)cccc1C (stereo unspecified)	?	?	/	20µM*	/	38%	/	/	32%[activator]
12	CCCCc1c(O)nc(SCC(=O)Nc2ccc(C)cc2)n(-c2ccc(OC)cc2)c1=O	7%[11.4 µM]	-11%	-4%	8%	-18%	60%[activator]	-4%	1%	4%
13	Cc1ccc(C(=O)N2CCN(C)CC2)cc1S(=O)(=O)N1CCOCC1	13%	0%	5%	24%	11%	33%	-4%	6%	-2%
14	COc1ccc(-c2nc3ccccc3o2)cc1NC(=O)COc1ccc(C)c(C)c1	-9%	-18%	5%	31%[57.1 µM]	0%	29%	-1%	1%	33%[activator]
15	NC(=O)CSc1nnc(CSc2ncccn2)n1-c1ccccc1	-7%	-3%	-2%	26%	2%	40%[activator]	-6%	0%	-5%
16	O=C(NCSc1ccccc1)c1ccccc1	-9%	-9%	-9%	34%	-1%	28%	i	-5%	2%
17	Cc1cc(NC(=O)Nc2ccccc2)n(C(C)(C)C)n1	6%	-16%	-6%	16%	5%	15%	-1%	-13%	-1%
18	COc1ccccc1NC(=O)NCC(c1ccco1)N1CCCCC1 (stereo unspecified)	4%	-9%	10%	12%[11.4 µM]	8%	36%	-7%	0%	-8%
19	COc1ccccc1N1CCN(C(=O)c2cnn(-c3ccc(C)c(C)c3)c2C2CCN(C(=O)OC(C)(C)C)CC2)CC1	-25%	-35%	-12%	6%	-17%	12%	-8%	8%	-1%
20	COc1cc2c(cc1OC)C(c1ccc3c(c1)OCO3)CC(=O)N2 (stereo unspecified)	-4%	-21%	-3%	-2%	-13%	17%	-2%	-7%	0%
21	O=C(NCCCc1nc2ccccc2n1CCOc1ccccc1)C1CCCCC1	-11%	-16%[57.1 µM]	/	32%[0.0914 µM]	/	28%[57 µM]	/	/	30%[activator]
22	O=C(O)c1ccc(-c2ccc(OS(=O)(=O)c3ccccc3F)cc2)cc1	-13%	11%	0%	20%[57.1 µM]	?	15%	-9%	-5%	0%
23	CC(C)COc1ccccc1C1CC(=O)Nc2cc3c(cc21)OCO3 (stereo unspecified)	10%	?	-2%	-15%	?	12%	-3%	-1%	?
24	CCOc1ccccc1N(CC(=O)Nc1ccc(OC)c(Cl)c1)S(=O)(=O)c1ccccc1	-5%	-13%	-1%	19%[57.1 µM]	-20%	18%	1%	-12%	18%
25	CN(C(=O)c1cc(Cl)c2c(c1)OCCO2)c1c(N)n(Cc2ccccc2)c(=O)[nH]c1=O	-22%	-3%	-2%	8%[57.1 µM]	9%	61%[activator]	-3%	0%	-12%
26	CCCCN(C(=O)c1cccc(S(=O)(=O)N2CCN(C)CC2)c1)c1c(N)n(CC(C)C)c(=O)[nH]c1=O	22%	-4%	-1%	15%	-15%	34%	-3%	-2%	-1%
27	Cc1ccc(CC2C(=O)N(c3ccc(C)cc3)C(=O)C2C)cc1 (stereo unspecified)	-5%	-2%	8%	8%	-10%	40%[activator]	-5%	0%	-16%
28	Cc1nc(N)c(CC(Br)CBr)c(Cl)n1 (stereo unspecified)	19%	-9%	14%	21%	20%	24%	-2%	0%	1%
29	COCCNC(=O)c1ccc2c(c1)N(Cc1cccc(Cl)c1)C(=O)c1ccccc1S2(=O)=O	-4%	-12%	10%	19%[57.1 µM]	?	-14%	-10%	-7%	-6%
30	CCOc1cc(NS(=O)(=O)CC)c(OCC)cc1NC(=O)c1ccco1	37%	-15%	3%	?	-5%	7%	4%	10%	-1%
31	Cc1ccc(S(=O)(=O)NCC2CCC(C(=O)NCCCOC(C)C)CC2)cc1 (stereo unspecified)	-9%	-11%	3%	9%[57.1 µM]	?	57%[activator]	i	4%	2%
32	COc1ccccc1NC(=O)C(NC(=O)OC(C)(C)C)C(C)OCc1ccccc1 (stereo unspecified)	-5%	9%	2%	8%	-29%	37%	3%	3%	9%
33	CC(=O)N(c1ccc(C)cc1)C1C=CS(=O)(=O)C1 (stereo unspecified)	7%	-6%	-5%	-14%	3%	28%	-1%	-2%	1%
34	Cc1nn(C)cc1C(=O)Nc1c(C)nn(Cc2ccccc2Cl)c1C	18%	-11%	6%	-15%	3%	16%	3%	4%	3%
35	Cc1ccc(CNC(=O)C2CCC(CNS(=O)(=O)c3ccc(C)cc3)CC2)cc1 (stereo unspecified)	-26%	-13%	-3%	23%[57.1 µM]	-1%	27%	-2%	-4%	2%
36	Nc1c(C(=O)Nc2ccc3c(c2)OCCO3)nnn1Cc1ccc(Br)cc1	-11%	-8%	-3%	10%	4%	14%	-1%	-20%	-5%
37	Cc1c(Cl)cccc1NC(=O)CCN1CCCCCC1	-1%	-12%	3%	-22%	0%	14%	-3%	-1%	1%
38	COc1cc2nc(Cl)nc(N3CCOCC3)c2cc1OC	-4%	-17%	-14%	9%[57.1 µM]	4%	22%	-8%	-10%	2%
39	Cc1cc(NC(=O)c2ccccc2)n(C)n1	-2%	10%	-10%	-11%	7%	29%	-3%	-6%	0%
40	COc1ccccc1NC(=O)CCS(=O)(=O)c1ccc2nc(C)sc2c1	-8%	11%	4%	5%	-3%	33%	0%	6%	5%
41	Cc1cc(=O)[nH]c(Nc2ccccc2C)n1	-12%	7%	2%	11%[57.1 µM]	49%	19%	-10%	-11%	9%
42	CCN(CC)CCOCCn1c(C)ccc1C	-3%	-3%	-20%	-27%[57.1 µM]	30%[activator]	29%[57 µM]	-8%	?	?
43	CCCN(Cc1cc2cc(OC)ccc2[nH]c1=O)C(=O)c1ccncc1	2%	-9%	-7%	-12%	3%	17%	-7%	9%	2%
44	N#CCSc1nc2ccccc2c(=O)n1CC1CCCC1	-10%	-1%	-9%	-7%	-3%	42%[activator]	1%	1%	8%
45	O=S(=O)(c1ccccc1)c1nc(-c2ccccc2Cl)oc1NCCN1CCOCC1	-17%	?	-1%	?	-16%	16%	-6%	11%	0%
46	CC(C)c1ccc(NC2CCCN(C(=O)c3ccsc3)C2)cc1 (stereo unspecified)	-21%	?	4%	20%	?	14%	0%	-12%	-10%
